SIAH1 antagonists = Siah-1 peptide-binding antagonists, primary screen, biochemical, fluorescence polarization, rhodamine-plectin, uHTS (AID 1817); Siah-1 / rhodamine-plectin peptide fluorescence polarization; higher % means a stronger effect; one-dose displacement, % at 20 µM; IC50 in µM for titrated hits; 290,000 tested, 0.02% active;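 active means displacement of at least 50% at 20 µM, with a fluorescence ratio check between 0.3 and a set limit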;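 further: plate controls were Siah plus tracer with DMSO for no effect and tracer alone without Siah for full effect; strong numbers were not always called active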
GPR55 LPI antagonism = inhibition of LPI-stimulated GPR55 beta-arrestin translocation – imaging, U2OS, beta-arrestin-GFP, LPI agonist, primary screen (AID 2013) | 290,000 tested, 0.13% active | one-dose inhibition, % at 10 µM; IC50 in µM for titrated hits | U2OS GPR55 beta-arrestin-GFP translocation imaging, LPI antagonism; higher % means a stronger effect;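 active means spots per cell inhibited over 60%, with over 100 cells counted and total cytoplasm intensity under 500,000; inconclusive means wells with under 100 cells, flagged as likely toxic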;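 further: U2OS cells stably carrying GPR55 and arrestin-GFP stimulated by 5 µM LPI near EC80; imaged beta-arrestin-GFP aggregate spots per cell after agonist stimulation; plate controls were LPI-stimulated DMSO wells for no effect and DMSO wells without LPI for full effect; some results filed as inactive read as strong as hits; confirmed hits need IC50 under 10 µM and bright autofluorescent wells are also inconclusive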
MgcRacGAP inhibition = MgcRacGAP GTPase-activating activity inhibitors, confirmation, biochemical, ADP Hunter fluorescence; MgcRacGAP-stimulated Rac1 GTP hydrolysis, ADP Hunter fluorescence; higher % means a stronger effect; GST-tagged Rac1 F28L mutant substrate; inhibition, % at 30 µM; hits with a dose series show IC50 in µM; 340,000 tested, 0.6% active;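 active means first-screen hits whose inhibition reached a set limit at any dose in the follow-up dose series; inconclusive means inhibition above the set first-screen limit but never retested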;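 further: fluorescence reports GDP produced by GAP-driven GTP hydrolysis; strong numbers were not always called active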
LYP phosphatase = inhibitors of LYP phosphatase, biochemical, fluorescence intensity, uHTS (AID 1779); recombinant LYP phosphatase, fluorescence intensity; higher % means a stronger effect; one-dose inhibition, % at 11.5 µM; IC50 in µM for titrated hits; 290,000 tested, 0.054% active; in the data active means inhibition above about 50%;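 further: plate controls were vehicle with enzyme for no effect and no enzyme for full effect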
NTR1 agonist = agonists of NTR1, primary screen, imaging, U2OS cells, beta-arrestin-GFP, high content (AID 493036). P30989. NTR1-U2OS beta-arrestin-GFP spot imaging, agonist mode. activation, % at 20 µM. 330,000 tested, 0.17% active;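 active means activation at or above 40% of the spot to cytoplasm intensity ratio, with at least 20 cells analyzed; inconclusive means wells under 20 cells, flagged as cytotoxic or low count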;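 further: 0% = DMSO without peptide and 100% = 100 nM NTR1 peptide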
Target sequence (P30989 whole entry, looked up): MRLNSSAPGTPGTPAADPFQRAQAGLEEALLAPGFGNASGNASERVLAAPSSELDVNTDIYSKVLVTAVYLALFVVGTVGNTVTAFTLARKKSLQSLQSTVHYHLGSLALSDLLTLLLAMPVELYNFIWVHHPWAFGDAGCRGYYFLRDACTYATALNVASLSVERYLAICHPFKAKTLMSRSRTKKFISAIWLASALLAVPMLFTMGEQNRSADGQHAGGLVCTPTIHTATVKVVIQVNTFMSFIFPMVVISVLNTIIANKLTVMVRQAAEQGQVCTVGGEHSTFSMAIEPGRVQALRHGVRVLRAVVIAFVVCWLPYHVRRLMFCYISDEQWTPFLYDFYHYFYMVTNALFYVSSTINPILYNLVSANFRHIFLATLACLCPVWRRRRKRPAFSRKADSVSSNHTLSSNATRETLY
PhoP inhibition = inhibitors of PhoP regulon expression, primary screen, Salmonella Typhimurium, GFP reporter (AID 1863) | S. Typhimurium PhoP-regulated promoter GFP reporter, 4 h; higher % means a stronger effect | inhibition, % at 50 µM; hits with a dose series show IC50 in µM | 300,000 tested, 0.16% active;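 active means inhibition over 29.93%, a cutoff 3 SD above the screen mean, later confirmed by dose response; inconclusive means inhibition over 29.93% but no dose response follow-up; inactive means inhibition at most 29.93% or unconfirmed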;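 further: 0% = low Mg2+ inducing control and 100% = high Mg2+ repressing control; strong numbers were not always called active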
Myeloid diff MLP = promotes myeloid progenitor differentiation. ER-HoxA9 myeloid progenitors, lysozyme-GFP differentiation, flow cytometry. calls only at 10 µM. 360,000 tested, 1% active;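 active means normalized GFP-positive differentiation at or above the plate's own cutoff, the solvent-only control mean plus 3 SD; inconclusive means no clear call, values can overlap the other calls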;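 further: cells exposed to compound for four days before flow analysis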
GPR35 arrestin U2OS = GPR35 antagonists blocking zaprinast-driven arrestin recruitment, primary screen, imaging, U2OS, beta-arrestin-GFP, zaprinast agonist (AID 2058); inhibition, % at 10 µM, or IC50 in µM where a hit was titrated; 290,000 tested, 0.052% active; U2OS GPR35 beta-arrestin-GFP translocation imaging, zaprinast antagonism; higher % means a stronger effect;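 active means inhibition of at least 50% with at least 30 cells and total cytoplasm GFP at most 10,000,000; inconclusive means under 30 cells or total GFP of 10,000,000 plus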
HIV peptide binding = inhibitors of HIV fusion peptide binding, primary screen, biochemical, uHTS, fluorescence dequenching (AID 1986) | cell-free peptide binding, fluorescence dequenching, 30 min; higher % means a stronger effect | inhibition, % at 20 µM, or IC50 in µM where a hit was titrated | 290,000 tested, 0.3% active; in the data active means inhibition mostly above about 52%, no sharp cut-off; inactive means mostly below about 76%; further: some results filed as inactive read as strong as hits
NTR1 agonist cell count 20 µM = further read-out of NTR1 agonist, marked with its call; cell count; measured here: cell count, cytotoxicity flag
Myeloid diff MLP GFP+ MAC1+ % = also measured in Myeloid diff MLP; calls as there; GFP+ MAC1+ double positive, %; measured here: differentiation confirmed by MAC1 staining
* marks the source's active call; other numbers are inactive results; i = inactive; ? = inconclusive; nt = not tested or not shown. This is a random part of the collection, and some 2.4% of all compounds hit somewhere here.

SMILES | SIAH1 antagonists | GPR55 LPI antagonism | MgcRacGAP inhibition | LYP phosphatase | NTR1 agonist | NTR1 agonist cell count 20 µM | PhoP inhibition | Myeloid diff MLP | Myeloid diff MLP GFP+ MAC1+ % | GPR35 arrestin U2OS | HIV peptide binding
CC(C)(C)OC(=O)N1CCC(c2cc(=O)n3[nH]c(-c4ccc(Cl)cc4)cc3n2)CC1 | 1% | 0% | 9% | 4% | 8.4 | 92 | -4% | i | 2.5 | -14% | -1.3%
CCN(CC)C(=O)c1ccc(Cn2cc([N+](=O)[O-])cn2)o1 | 7% | 15% | -5% | -4% | 0.7 | 90 | 1% | i | 0.6 | 14% | -1.0%
O=C(CSc1ccc2ccccc2c1)NCCc1ccc(O)c(O)c1 | 5% | 23% | 31% | -6% | 4.4 | 62 | 4% | i | 0.6 | -9% | 5.2%
COc1ccc(C2=NC(=O)/C(=C\c3cc(OC)c(OC)c(OC)c3)O2)cc1 | -8% | 0% | -13% | 2% | nt | nt | -20% | i | 0.3 | 5% | -1.3%
O=c1c(-c2ccccc2)c[nH]n1-c1cccc([N+](=O)[O-])c1 | -6% | 2% | 48µM* | -1% | -0.6 | 36 | -2% | i | 0.0 | -4% | -0.5%
O=c1[nH]cc(COCC(F)CCl)c(=O)[nH]1 (centres undefined) | 0% | -2% | 14% | -9% | 0.5 | 59 | -8% | i | 0.5 | -2% | -1.5%
COc1ccc(NS(=O)(=O)c2cc(NC(=O)c3ccco3)ccc2N2CCCCC2)cc1 | -1% | -2% | 2% | 8% | 0.4 | 41 | 1% | i | 1.1 | 11% | 1.3%
CCN(CC)S(=O)(=O)c1ccc(NCCCn2ccnc2)c([N+](=O)[O-])c1 | 0% | -3% | 9% | -4% | 0.8 | 50 | -1% | i | 0.5 | 12% | 1.3%
COc1ccc(/C=N/Nc2nc3ccccc3o2)cc1OC | 4% | 5% | 1% | -8% | -1.0 | 55 | 3% | i | 3.4 | -23% | -1.0%
CCCCN(CC)CCCNC(=O)c1csc2c1CCCCC2 | 0% | 6% | 11% | -9% | 0.3 | 61 | -4% | i | 0.1 | -14% | -0.2%
CC(C)N1CCN(c2ccncc2S(=O)(=O)N2CCOCC2)CC1 | 1% | 10% | 8% | -2% | -0.3 | 68 | 3% | i | 0.3 | -5% | 1.9%
CCc1ccccc1NS(=O)(=O)c1ccc(OC)c2ncccc12 | 4% | -18% | -20% | -12% | 4.4 | 43 | 4% | i | 2.0 | -3% | -1.0%
COc1cc(CNC(C)(C)C)cc(Br)c1OCc1cccs1 | -1% | 15% | 2% | -7% | 0.2 | 52 | 13% | i | 1.1 | -8% | -0.1%
COc1ccc(OC)c(CN2CCCC(CCC(=O)N(C)CCc3ccccn3)C2)c1 (centres undefined) | -3% | 7% | 6% | -9% | 0.6 | 39 | 1% | i | 0.4 | -4% | -0.2%
CC(C)c1ccc(NC2CCCN(C(=O)c3ccc4nccnc4c3)C2)cc1 (centres undefined) | 4% | 18% | 1% | -6% | 1.3 | 60 | -7% | i | 6.7 | -22% | -0.8%
C[C@H]1CC[C@H]2C(=O)N3[C@H](c4ccccc4Br)[C@@H](C)CC[C@H]3C(=O)N2[C@@H]1c1ccccc1Br | 5% | 10% | nt | 0% | 8.7 | 45 | -2% | nt | nt | -5% | 3.8%
Cc1cccnc1Nc1nc(-c2ccc(F)cc2)cs1 | 4% | 0% | 11% | -1% | 1.7 | 58 | -4% | i | 0.3 | -1% | 0.5%
COc1ccc(N(C)S(=O)(=O)c2cccc(C(=O)Nc3cc(OC)ccc3OC)c2)cc1 | 15% | 9% | 6% | -2% | 2.8 | 86 | -10% | i | 0.2 | -9% | -0.9%
CC(=O)c1ccc(C(=O)NC2CC(C)(C)Cc3c2cnn3-c2ccccc2)cc1 (centres undefined) | 11% | -5% | 2% | -3% | 0.3 | 62 | 9% | i | 0.8 | 20% | 1.5%
CCc1ccc(N2C(=O)CN(Cc3sccc3C)C2=S)cc1 | 5% | 9% | -3% | -5% | 5.4 | 49 | 0% | i | 0.3 | 7% | 2.5%
CC(C)CCNC(=O)C(c1ccc(O)cc1)N(Cc1ccco1)C(=O)CCC(=O)Nc1nccs1 (centres undefined) | 12% | 5% | 9% | -9% | 1.7 | 70 | 7% | i | 0.5 | 13% | -1.1%
O=C(CN1CCCCC1)Nc1cccc(Cl)c1 | 3% | -10% | 5% | -3% | 0.4 | 38 | -3% | i | 0.3 | 8% | -1.6%
Cc1ccccc1NC(=S)NC(=O)c1cncc(Br)c1 | -1% | 12% | 13% | -5% | -0.5 | 49 | -16% | i | 0.5 | 8% | -0.6%
Cc1cc(C(=O)OCC(=O)NCc2ccccc2Cl)c(C)o1 | 4% | 9% | 11% | -5% | 1.6 | 24 | 3% | i | 1.0 | 3% | 3.0%
CCOc1ccc(C(CC(=O)O)NC(=O)COc2ccccc2)cc1OC (centres undefined) | 1% | 3% | -1% | -2% | 0.6 | 54 | 2% | i | 0.2 | -8% | -0.8%
CCOc1ccc(C(=O)CCC(=O)NNC(=O)c2ccncc2)cc1 | nt | nt | 4% | nt | 1.5 | 82 | 4% | i | 0.5 | nt | nt
CC(C)c1ccc2oc(=O)cc(CN3CCN(c4ccc(F)cc4)CC3)c2c1 | -3% | -3% | 2% | 9% | 13 | 68 | -4% | i | 0.2 | 21% | 1.0%
Cc1ccc(C)c(OCCC(=O)NCCc2ccc(S(N)(=O)=O)cc2)c1 | 12% | -12% | 10% | -8% | -1.3 | 59 | -6% | i | 0.3 | 3% | -0.2%
CC(C)c1ccc2oc(=O)cc(CN3CCN(c4ccccc4)CC3)c2c1 | 10% | 9% | 16% | -8% | 16 | 51 | 5% | i | 1.4 | 0% | 1.8%
O=c1c([N+](=O)[O-])c(N2CCOCC2)c2ccccc2n1-c1ccccc1 | 4% | -3% | 8% | -5% | 0.2 | 40 | 4% | i | 0.2 | -6% | 0.2%
COC(=O)CSc1nc(Cc2ccccc2)nc2ccccc12 | 0% | 3% | 0% | 1% | 1.9 | 44 | -10% | i | 0.4 | 14% | -1.9%
CCCCOC(=O)CSc1nc2c(c(=O)[nH]c(=O)n2C)n1C/C=C(\C)Cl | -6% | -2% | 2% | -1% | 4.7 | 44 | 31% | i | 0.9 | 1% | -1.6%
c1ccc(CCn2nnnc2C(c2cccs2)N2CCN(Cc3ccc4c(c3)OCO4)CC2)cc1 (centres undefined) | 6% | 10% | 4% | -10% | -1.6 | 58 | 12% | i | 0.3 | -12% | 0.2%
Cc1onc(-c2ccccc2Cl)c1C(=O)N1CC(C)CC(C)C1 (centres undefined) | -2% | -6% | -6% | -8% | 0.5 | 42 | -2% | i | 5.8 | 11% | 0.7%
O=C(COC(=O)c1cc(-c2ccccc2)nc2ccccc12)NCC1CCCO1 (centres undefined) | 1% | 9% | -3% | 0% | 4.4 | 48 | -1% | i | 1.2 | -12% | 2.1%
C=CCn1c(SCC(=O)Nc2ncc(Cc3cc(C(F)(F)F)ccc3Cl)s2)nnc1-c1ccncc1 | -1% | 10% | 6% | 3% | 0.0 | 58 | -2% | i | 6.2 | -6% | 4.8%
CCC(Oc1ccc(Cl)cc1)C(=O)N1CC(=O)Nc2ccccc21 (centres undefined) | 1% | 2% | 7% | -7% | 0.3 | 29 | -8% | i | 1.1 | -2% | 0.5%
COc1ccccc1-c1nc(-c2ccccc2)[nH]c(=O)c1C#N | 2% | -7% | 11% | 0% | 1.6 | 85 | -2% | i | 0.2 | -20% | 0.7%
CN(C)S(=O)(=O)c1cccc(NC(=O)COC(=O)CCC(=O)c2ccc(F)cc2)c1 | -5% | -6% | -4% | -8% | -1.2 | 96 | 4% | i | 0.4 | 2% | -0.2%
Cc1nc2cc(NC(=O)Nc3cccc4ccccc34)ccc2n1C | 14% | -3% | 10% | -7% | 0.1 | 77 | -4% | i | 0.1 | 19% | -0.2%
O=c1[nH]c(Cc2ccccc2)nc2c1oc1ccccc12 | -4% | 3% | 2% | -1% | 0.5 | 52 | 3% | i | 0.9 | 4% | 0.1%
C[C@H](NC(=O)[C@H]1N2C(=O)c3ccccc3C2SC1(C)C)C(=O)NCc1ccncc1 (some centres undefined) | 0% | 14% | -8% | -10% | -1.4 | 49 | 3% | i | 2.4 | -20% | -0.2%
Cc1ccccc1CN1CCN(CC2CC3C=CC2C3)CC1 (centres undefined) | -6% | 24% | ? | -3% | 1.4 | 52 | 7% | i | 0.3 | -9% | 2.6%
COC(=O)c1nn(-c2ccc(OC)cc2)c(=O)c2c(N)sc(C)c12 | 4% | 11% | 18% | -4% | 1.5 | 55 | -31% | i | 0.4 | 15% | 0.8%
COc1ccc(CCNC(=O)CCc2cn(C)c3ccccc23)c(OC)c1OC | 6% | -1% | 4% | -9% | -0.6 | 93 | 8% | i | 0.2 | 6% | -1.5%
COCCNc1nnc(SC(C)C(=O)Nc2ccc(-c3nc4ccc(C)cc4s3)cc2)s1 (centres undefined) | -6% | 1% | 8% | -9% | 9.1 | 50 | -5% | i | 0.5 | -22% | 3.9%
CCC(=O)NNc1ncnc2c1cnn2C | -4% | 9% | 6% | -4% | -0.7 | 43 | 12% | i | 0.9 | 1% | 0.2%
COCc1[nH]nc2c1C(c1ccnc3ccccc13)C(C#N)=C(N)O2 (centres undefined) | -1% | 6% | 8% | -10% | -0.3 | 94 | -1% | i | 5.2 | -5% | -2.0%
O=C1N=C(N2CCOCC2)S/C1=C\c1ccc(OS(=O)(=O)c2ccccc2)cc1 | -1% | 28% | 2% | 11% | 2.3 | 77 | -3% | i | 0.3 | -2% | -0.1%
COCC(C)n1c(COc2ccccc2F)nnc1SCC(=O)Nc1oc(C)c2c(C)n[nH]c(=O)c12 (centres undefined) | nt | nt | -5% | nt | 0.9 | 56 | 0% | i | 0.7 | nt | nt
